# Screening data from PubChem.
# CXCR6 inh – blocks human CXCR6 beta-arrestin recruitment | 360,000 tested, 0.36% active | inhibition, % at 20 µM | O00574 | AID 602244 | CHO-K1 PathHunter CXCR6 beta-arrestin, luminescence; in the data active means inhibition above about 34%, passing the limit was not always enough;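 further: antagonist mode with CXCL16 agonist at 10 nM final; 0% = 10 nM CXCL16 with DMSO and 100% = unstimulated wells without agonist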
# Target sequence (O00574 whole entry, looked up): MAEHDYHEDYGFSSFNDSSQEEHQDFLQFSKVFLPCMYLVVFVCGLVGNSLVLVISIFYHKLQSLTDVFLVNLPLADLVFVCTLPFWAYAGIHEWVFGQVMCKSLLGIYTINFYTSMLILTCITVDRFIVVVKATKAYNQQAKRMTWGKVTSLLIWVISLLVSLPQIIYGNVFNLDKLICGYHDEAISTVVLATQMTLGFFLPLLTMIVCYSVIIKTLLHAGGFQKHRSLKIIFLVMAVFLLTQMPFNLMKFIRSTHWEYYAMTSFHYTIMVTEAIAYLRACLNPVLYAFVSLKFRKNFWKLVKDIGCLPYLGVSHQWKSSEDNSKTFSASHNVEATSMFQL
# APJ ag – activates the human apelin receptor APJ. CHO-K1 APJ PathHunter beta-arrestin, luminescence; 0% DMSO wells, 100% apelin. activation, % at 20 µM. 330,000 tested, 0.11% active. AID 2520;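 active means activation more than six SD over the plate average, tested at 20 µM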;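 further: 0% = DMSO alone and 100% = apelin-13 at 10 nM; some results filed as inactive read as strong as hits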
# Target sequence (P35414 whole entry, looked up): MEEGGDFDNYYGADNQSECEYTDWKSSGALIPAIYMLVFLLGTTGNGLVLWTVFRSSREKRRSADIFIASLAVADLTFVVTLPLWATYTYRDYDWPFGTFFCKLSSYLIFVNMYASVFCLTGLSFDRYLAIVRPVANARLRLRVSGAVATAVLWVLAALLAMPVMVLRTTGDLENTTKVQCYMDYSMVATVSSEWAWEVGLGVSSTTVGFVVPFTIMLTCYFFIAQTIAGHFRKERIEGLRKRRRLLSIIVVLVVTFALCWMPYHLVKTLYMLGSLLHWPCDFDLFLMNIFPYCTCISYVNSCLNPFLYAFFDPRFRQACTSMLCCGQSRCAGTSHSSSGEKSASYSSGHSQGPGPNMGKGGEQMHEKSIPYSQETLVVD
#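 Test system – PathHunter CHO-K1 APJ (AGTRL-1) beta-arrestin reporter cells · Input – 1000 cells/well · Compound – single test compound dose, 20 µM final, 1% DMSO · Times – compound stimulation 90 min at 25 °C, detection 60 min · Technique – beta-gal luminescence · Read-out basis – APJ–arrestin association signal · Control set – negative DMSO alone, positive Apelin-13 at 10 nM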
# Mdm2 MdmX PPI – inhibitors of human Mdm2/MdmX interaction | inhibition, % at 8 µM | O15151+Q00987 | 330,000 tested, 3% active | SaOS-2 split-luciferase Mdm2/MdmX complementation, luminescence | AID 485346;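 active means inhibition of at least 50% at 8 µM in the primary screen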
# UPR CHOP act – activators of apoptotic arm of unfolded protein response (CHOP); activation, % at 10 µM; CHO-CHOP luciferase reporter, UPR activation, luminescence; percent of tunicamycin response over DMSO baseline; 330,000 tested, 0.34% active; AID 449763;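 active means at 10 µM dose, activation of 40% or more, normalized to positive control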;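 further: 100% = tunicamycin at 10 µg/mL and 0% = DMSO alone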
#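 Test system: CHO-CHOP cells, stable luciferase reporter of PERK-eIF2a-CHOP signalling | Quantity: 500 CHO-CHOP cells per well | Buffer or medium: F12 plus 10% serum | Compound dosing: 10 µM single point, 0.5% DMSO | Schedule: 6 h compound treatment, 37 °C | Signal: Luciferase luminescence | Control set: Tunicamycin high control, DMSO low control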
# APJ antag – antagonists of human APJ apelin receptor; CHO-K1 APJ beta-arrestin complementation, luminescence; inhibition, % at 20 µM; 330,000 tested, 0.32% active; AID 2521;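 active means inhibition above about 40% at 20 µM, limit read from the data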;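 further: cells challenged with 10 nM apelin-13 agonist together with compound; plate controls were apelin-13 plus DMSO wells for no effect and DMSO wells lacking apelin-13 for full effect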
# tim10-1 inh – growth inhibitors of tim10-1 mutant yeast; S. cerevisiae tim10-1 ts strain growth, BacTiter-Glo, 24 h; inhibition, % at 20 µM; 330,000 tested, 2.2% active; AID 463190;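 active means inhibition of at least 40%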;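 further: mutant grown at 25 °C; 0% = DMSO wells with yeast and 100% = wells holding no yeast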
# TIM10 inh – inhibits growth of TIM10 yeast strain; S. cerevisiae TIM10 strain growth, BacTiter-Glo luminescence, 24 h; inhibition, % at 10 µM; 330,000 tested, 1.4% active;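 active means inhibition of 40% or more at the single tested concentration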;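 further: wild-type TIM10 isogenic control strain grown at permissive 25 °C; 0% = DMSO yeast wells and 100% = minimal medium wells without yeast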
# tim23-1 inh – tim23-1 yeast growth inhibition; S. cerevisiae tim23-1 growth, BacTiter-Glo luminescence, 24 h; inhibition, % at 20 µM; 330,000 tested, 1.3% active;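 active means growth inhibition of the mutant yeast at or above 50%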;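 further: temperature-sensitive mutant grown at 25 °C; plate controls were DMSO-treated mutant yeast for no effect and medium wells lacking yeast for full effect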
# UPR XBP1 act – activators of adaptive arm of unfolded protein response (XBP1); CHO-XBP1 luciferase reporter, IRE1-XBP1 UPR activation, luminescence; percent of tunicamycin response, DMSO as zero; activation, % at 20 µM; 330,000 tested, 0.33% active;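 active means versus positive control, 20 µM dose yields 30% or more activation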;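 further: 100% = tunicamycin at 10 µg/mL and 0% = DMSO only wells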
#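 Material: CHO cell line with stable XBP1 luciferase reporter; buffer or medium: F12 medium containing 10% fetal bovine serum; compound: single point, 20 µM final compound, 1% DMSO; incubation: 6 h treatment, 37 °C; measured by: glow luminescence from Steady-Glo reagent; evaluation: activation, % of tunicamycin; control set: tunicamycin high, DMSO low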
# Starred values were filed as active, the others as inactive; / = no result given. A portion of the library, so the mix of outcomes need not match the whole.
1	Cc1coc2cc3oc(=O)c(CCC(=O)N4C[C@H]5C[C@@H](C4)c4cccc(=O)n4C5)c(C)c3cc12
2	COc1ccc(NS(=O)(=O)c2ccc(SC)cc2)c(OC)c1
3	C=C(C)c1sc(-c2ccccc2)nc1C
4	O=C1CN(S(=O)(=O)c2cc(Cl)ccc2Cl)c2ccccc2N1
5	OC(C#CCCN1CCCCC1)(c1ccccc1)c1ccccc1
6	CC(C)(C)NC(=O)C[C@H]1C[C@H](C(=O)N2CCOCC2)[C@@]2(C)c3[nH]c4ccc(Cl)cc4c3CCN2C1=O
7	Cc1ccc(S(=O)(=O)Nc2ccc(O)c(S(=O)(=O)c3ccc(C)cc3)c2)cc1
8	CCc1ccc2oc(C(=O)NCC(c3ccc(OC)cc3)N3CCCCC3)c(C)c2c1 (stereo not drawn)
entry no.	1	2	3	4	5	6	7	8
TIM10 inh	1	5	19	10	-23	-14	7	35
APJ antag	7	-1	-3	15	3	/	-4	27
UPR CHOP act	0.0	-0.5	-0.6	0.6	0.5	0.8	-0.1	-0.7
Mdm2 MdmX PPI	-1	24	-26	16	14	17	10	38
tim10-1 inh	1	20	21	12	-33	17	22	10
UPR XBP1 act	2	2	1	0	-2	-2	-4	0
APJ ag	-1	-3	-2	0	-4	/	1	0
CXCR6 inh	-1	-6	/	-1	9	-3	3	4
tim23-1 inh	-1	17	7	8	-52	30	20	26

9	Cc1coc2cc3oc(=O)ccc3cc12
10	NN=C(c1cccc([N+](=O)[O-])c1)c1cccc([N+](=O)[O-])c1
11	COC(=O)C1=C(C)NC(C)=C(C(=O)OC)C1c1ccc(C)o1
12	CCCc1ccc(C(=O)NC(=O)c2ccccc2O)cc1
13	COc1ccc(C(=O)N[C@H](C(=O)NCc2ccccc2)C(C)C)cc1
14	O=C(COC(=O)c1ccc2c(c1)OCO2)NCc1ccc2c(c1)OCO2
15	Cc1nn(C)c(Cl)c1/C=C/C(=O)O
16	CCN1CCN(C2=C(Cl)C(=O)N(Cc3ccccc3)C2=O)CC1
entry no.	9	10	11	12	13	14	15	16
TIM10 inh	6	4	4	6	-6	-5	-1	4
APJ antag	3	0	10	3	10	7	18	3
UPR CHOP act	2.1	0.6	2.7	3.1	0.2	0.5	-0.7	3.7
Mdm2 MdmX PPI	-13	-7	15	16	-24	6	-4	7
tim10-1 inh	20	30	6	-15	-14	33	6	9
UPR XBP1 act	-3	-5	-4	-4	-3	2	-5	-1
APJ ag	-2	1	-3	1	0	-3	1	-2
CXCR6 inh	-1	-5	4	2	6	-2	0	6
tim23-1 inh	29	24	2	18	5	4	12	9

17	O=C(CNc1ccccc1Cl)c1ccc(Br)cc1
18	CCOC(=O)Cc1cc(=O)n2[nH]c(-c3ccc(C)cc3)cc2n1
19	C=C[C@@]1(C)CC(=O)[C@]2(O)[C@@]3(C)[C@@H](O)CCC(C)(C)[C@@H]3[C@H](OC(C)=O)[C@H](O)[C@@]2(C)O1
20	COc1ccc(CN2CNc3c(c(=O)n(C)c(=O)n3C)C2)cc1
21	O=C(CC(c1ccccc1)c1cc(Cl)ccc1O)NCCCN1CCOCC1 (stereo not drawn)
22	CCOC(=O)N1CCN(C(=O)c2cc3c(=O)[nH]c4ccccc4c3s2)CC1
23	Nc1cccnc1Oc1ccccc1F
24	CC(C)C(NC(=O)c1ccc(F)cc1)C(=O)OCC(=O)N1CC(=O)Nc2ccccc21 (stereo not drawn)
entry no.	17	18	19	20	21	22	23	24
TIM10 inh	25	7	-15	-14	10	18	-24	6
APJ antag	18	10	-2	-2	-1	-6	8	1
UPR CHOP act	3.9	2.4	-1.3	-0.4	0.3	2.1	2.3	2.9
Mdm2 MdmX PPI	-3	-1	19	-3	14	-13	33	9
tim10-1 inh	37	10	15	4	9	26	-14	0
UPR XBP1 act	0	4	9	0	-5	2	2	0
APJ ag	-12	0	3	-2	-3	2	1	2
CXCR6 inh	13	4	-1	-3	-9	-7	-4	1
tim23-1 inh	29	8	6	-1	13	9	11	6

25	COc1ccc(-c2c3c(=O)n(C)c(=O)n(C)c3cn2-c2ccccc2O)cc1
26	CCC1(CC)Cc2ccccc2C(N)=C1C#N
27	CCOCCCN1C(=O)CN(C2CCCCC2)C(=O)C1c1ccc(OC)c(OC)c1 (stereo not drawn)
28	CCOC(=O)c1c(C)[nH]c(O)c1C=Nc1ccccc1
29	C[C@H](c1ccccc1)n1nnc(COCc2ccccc2)c1C#CCOCc1ccccc1
30	Cc1c(-c2ccc(F)cc2)nc(N)c(C#N)c1-c1cccnc1
31	CC(NCC(=O)Nc1cc(Cl)cc(Cl)c1)c1ccccc1 (stereo not drawn)
32	COc1ccc(N2CCN(C(=O)CN(Cc3ccccc3)S(C)(=O)=O)CC2)cc1
entry no.	25	26	27	28	29	30	31	32
TIM10 inh	-2	-16	5	-13	18	-8	9	-1
APJ antag	-24	21	40	-4	11	5	9	6
UPR CHOP act	0.2	1.1	1.6	2.1	1.8	1.8	-2.5	1.4
Mdm2 MdmX PPI	5	9	-12	4	20	26	29	-9
tim10-1 inh	12	-8	5	-12	21	5	33	12
UPR XBP1 act	-1	4	0	1	-2	4	-7	2
APJ ag	-7	-3	-2	1	-2	-1	-5	-4
CXCR6 inh	-6	8	2	4	0	7	-15	4
tim23-1 inh	6	11	15	7	27	3	37	8

33	CC(C)C(OC(=O)c1nsc(Cl)c1Cl)C(=O)NCC1CCCO1 (stereo not drawn)
34	CCN(CC)C(=O)CC(c1ccc2c(c1)OCO2)c1c(OC)cc(OC)c2c(-c3ccccc3)cc(=O)oc12 (stereo not drawn)
35	Cc1cc(SCC#N)n2nc(C)c(-c3ccccc3)c2n1
36	CCCc1c(C(=O)N/N=C/c2cccc(OCc3ccc(F)cc3)c2)nnn1-c1nonc1N
37	Cc1cc(C)cc(CN2CCC(Oc3ccc(C(=O)N4CCCC4)cc3)CC2)c1
38	O=S(=O)(c1ccc(Oc2ccc3oc4ccccc4c3c2)nc1)N1CCCC1
39	CCCC(=O)Nc1cccc(S(=O)(=O)N(C)c2ccccc2)c1
40	C#CCOCCOCCOCCNc1nc(N2CCN(C(=O)[C@H](CCC(=O)O)n3cc([C@@H](N)[C@H](C)CC)nn3)CC2)nc(N2CCN(C(=O)[C@H](CCC(=O)O)n3cc([C@@H](N)CC(N)=O)nn3)CC2)n1
entry no.	33	34	35	36	37	38	39	40
TIM10 inh	0	7	31	-21	3	-5	21	8
APJ antag	10	23	6	6	-65	14	11	10
UPR CHOP act	1.3	-0.1	-0.9	-1.2	-2.6	-2.3	-0.4	2.8
Mdm2 MdmX PPI	-5	13	20	11	26	5	20	-5
tim10-1 inh	13	13	28	1	-6	9	25	-2
UPR XBP1 act	-3	13	5	-1	-3	0	-3	-1
APJ ag	-4	0	-2	1	-2	0	-3	-3
CXCR6 inh	2	14	9	-14	4	7	9	-5
tim23-1 inh	4	16	36	-9	7	11	18	-9

41	CCSc1nc2c(c(-c3ccc(C)o3)c1C#N)CCCC2
42	Cc1ccc2nsnc2c1S(=O)(=O)N1CCN(Cc2ccc3c(c2)OCO3)CC1
43	CCCCSc1nnc(CCNC(=O)OC(C)(C)C)o1
44	CC(=O)c1cccc(NC(=O)CN2C(=O)c3ccccc3C2=O)c1
45	CCOC(=O)N1CCN(c2nc(C)c3c(n2)CC(C)CC3=O)CC1 (stereo not drawn)
46	COc1ccc(C(=O)NCC(C)(C)CNC(=O)c2ccc(OC)cc2)cc1
47	CCn1c(SCC(=O)c2ccc3c(c2)OCCO3)nnc1-c1ccco1
48	Cc1ccc(/C=C(\NC(=O)c2ccccc2)C(=O)N2CCCCC2)cc1
entry no.	41	42	43	44	45	46	47	48
TIM10 inh	2	10	-13	0	35	22	1	15
APJ antag	9	17	1	-10	-15	-8	5	8
UPR CHOP act	1.2	-1.9	2.4	0.8	-3.2	-0.8	-1.6	0.6
Mdm2 MdmX PPI	-3	13	6	12	16	8	25	5
tim10-1 inh	34	22	7	7	28	15	20	19
UPR XBP1 act	0	-1	-2	-5	-1	1	-1	-1
APJ ag	-5	-5	2	0	-3	-1	-2	-1
CXCR6 inh	-5	-1	7	-13	3	0	3	5
tim23-1 inh	5	23	-6	12	18	15	8	27

# Compound profiles, from the list above.
# `COc1ccc(C(=O)N[C@H](C(=O)NCc2ccccc2)C(C)C)cc1` is listed with TIM10 inh = -6; APJ antag = 10; UPR CHOP act = 0.2; Mdm2 MdmX PPI = -24; tim10-1 inh = -14; UPR XBP1 act = -3; APJ ag = 0; CXCR6 inh = 6; tim23-1 inh = 5
# `CCc1ccc2oc(C(=O)NCC(c3ccc(OC)cc3)N3CCCCC3)c(C)c2c1` (stereo not drawn) is listed with TIM10 inh = 35; APJ antag = 27; UPR CHOP act = -0.7; Mdm2 MdmX PPI = 38; tim10-1 inh = 10; UPR XBP1 act = 0; APJ ag = 0; CXCR6 inh = 4; tim23-1 inh = 26

# Following part:
49	CC1=C(/C=C/C(C)=C/C=C/C(C)=C/C=C/C=C(C)/C=C/C=C(C)/C=C/C2=C(C)CCCC2(C)C)C(C)(C)CCC1
50	O=C(Nc1ccccc1C(F)(F)F)N1CCN(c2ccc3nncn3n2)CC1
51	COc1cccc(C2CC(C(F)(F)F)n3ncc(C(=O)NC(C)(C)C)c3N2)c1 (stereo not drawn)
52	CC(=O)Nc1ccc(NS(=O)(=O)c2cc(C)sc2C)cc1
53	Cc1ccc(C(=O)N/C(=C\c2ccc(Br)cc2)c2nc(=S)[nH][nH]2)cc1
54	Cc1nc2ccc(S(=O)(=O)Nc3cccc(-c4nc5cccnc5s4)c3)cc2s1
55	COc1ccccc1NC(=O)COc1cccc(-n2cnnn2)c1
56	COc1cc(NC(=O)c2cccs2)c(C(=O)OCC(=O)NCc2ccccc2)cc1OC
entry no.	49	50	51	52	53	54	55	56
TIM10 inh	13	11	9	2	17	9	7	6
APJ antag	4	1	15	-10	23	-8	15	2
UPR CHOP act	0.1	-0.7	-2.0	-2.2	0.1	3.1	0.0	-1.4
Mdm2 MdmX PPI	9	3	26	5	1	26	6	58*
tim10-1 inh	11	2	11	4	33	17	8	14
UPR XBP1 act	1	1	-1	1	-1	-3	-2	4
APJ ag	2	-2	1	-3	3	-6	1	-1
CXCR6 inh	/	3	-10	-3	18	-2	11	6
tim23-1 inh	14	2	8	5	20	40	-2	-22

# Some entries already given with just CXCR6 inh and Mdm2 MdmX PPI:
cpd | smiles | CXCR6 inh | Mdm2 MdmX PPI
50 | O=C(Nc1ccccc1C(F)(F)F)N1CCN(c2ccc3nncn3n2)CC1 | 3 | 3
51 | COc1cccc(C2CC(C(F)(F)F)n3ncc(C(=O)NC(C)(C)C)c3N2)c1 (stereo not drawn) | -10 | 26
